Bioassay records as filed in PubChem BioAssay.
aSyn rescue: qHTS of alpha-syn Inhibitors. Yeast expressing alpha-synuclein, growth rescue, BacTiter-Glo, 24 h. Potency, µM (highest dose often 46.1 µM), for inactives: at the highest dose growth rescue (activation), actives largely listed as activators. 0.14% of 370,000 active; also: potency is read from the fitted curve at half-maximal effect; % of control where 0% means no effect; nearly all actives have a fitted effect of over 65% in size
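Rescue of yeast growth: cells expressing toxic alpha-synuclein, induced in galactose at OD600 0.02, incubated with compound 24 h at 30 C. ATP luminescence quantified growth; inhibitors of toxicity appear as activators.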
TDP43 rescue: qHTS of TDP-43 Inhibitors; TDP-43 expressing yeast growth rescue, BacTiter-Glo, 24 h; 1.8% of 410,000 active; Potency, µM (top dose mostly 46.1 µM), inactives show at the highest dose growth rescue (activation), actives largely listed as activators; also: potency is read from the fitted curve at half-maximal effect; % of control where 0% means no effect; nearly all actives have a fitted effect of over 50% in size
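Yeast expressing TDP-43 (pregrown in raffinose, seeded at OD600=0.02 in galactose medium) exposed to compounds 24 hr at 30 deg C. Growth read by BacTiter-Glo luminescence; rescue of toxicity appears as increased signal.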
pAkt inh: HTS Assay for Inhibitors of Akt Phophorylation: Primary Screen; 0.32% of 360,000 active; Neuro2A IGF-stimulated pAkt S473 HTRF, 20 min; hits give low values; activity change, % for hits at 50 µM; AID 651550, 2012; in the data active = activity change below about -80%; inconclusive = mostly about -51% to -80%; also: % is scaled to controls: 0 for no effect and ±100 for the full control effect
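Single-point screen (50 µM final compound) in Neuro2A cells stimulated 20 min with 6 nM IGF at 37 deg C. After lysis, Ser473-phosphorylated Akt read by HTRF (ex 330 nm, em 615/665 nm) as the 665/615 ratio.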
MmCpn inh: Inhibitors of TCP-1 ring complex (TRiC) of Methanococcus maripaludis (MmCpn): qHTS; Chaperonin Mm-Cpn (Methanococcus maripaludis); purified Mm-Cpn ATPase, ADP Transcreener TR-FRET; Potency, µM (highest dose often 76.9 µM), inactives show at the top dose activity, negative = inhibition, actives largely listed as inhibitors; 0.031% of 330,000 active; also: potency is read from the fitted curve at half-maximal effect; % is scaled to controls: 0 for no effect and ±100 for the full control effect; nearly all actives have a fitted effect of over 80% in size
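Inhibition of chaperonin ATP hydrolysis is measured as reduced ADP production, detected by competitive TR-FRET in which signal falls with ADP. Final enzyme 25 nM and ATP 10 uM, reacted 30 min at 37°C.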
PTHR1 agonist: qHTS for PTHR1 Agonists: Primary Screen; Parathyroid hormone/parathyroid hormone-related peptide receptor (Homo sapiens), Q03431; HEK293 GP2 PTHR1 cells, GloSensor cAMP luminescence, 1 h; Potency, µM (titrated, usually from 115 µM), for inactives: at the highest dose activation, hits mostly activators; 0.075% of 410,000 active; AID 743266, 2014; also: potency is read from the fitted curve at half-maximal effect; nearly all actives have a fitted effect of over 55% in size; some results filed as inactive show a strong effect at the top dose; inactives centre near -15; many of its hits are not listed in these tables
Target sequence (Q03431 whole entry, looked up): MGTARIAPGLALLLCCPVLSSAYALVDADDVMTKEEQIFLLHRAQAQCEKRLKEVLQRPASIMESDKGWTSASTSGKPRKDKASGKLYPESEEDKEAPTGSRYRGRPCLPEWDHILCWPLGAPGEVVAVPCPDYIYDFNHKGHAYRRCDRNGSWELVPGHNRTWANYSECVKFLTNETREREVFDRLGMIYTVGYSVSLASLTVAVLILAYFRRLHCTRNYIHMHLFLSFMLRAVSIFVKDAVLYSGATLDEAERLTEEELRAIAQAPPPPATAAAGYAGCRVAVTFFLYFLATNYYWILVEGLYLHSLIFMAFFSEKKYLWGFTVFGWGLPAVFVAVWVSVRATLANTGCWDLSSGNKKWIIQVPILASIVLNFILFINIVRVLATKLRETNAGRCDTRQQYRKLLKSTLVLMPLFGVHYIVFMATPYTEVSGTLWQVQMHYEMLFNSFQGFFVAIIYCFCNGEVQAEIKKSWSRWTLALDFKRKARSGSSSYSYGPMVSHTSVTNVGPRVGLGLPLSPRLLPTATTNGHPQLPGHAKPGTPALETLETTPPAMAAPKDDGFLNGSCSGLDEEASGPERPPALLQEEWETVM
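HEK-293-derived GP2 cells expressing PTHR1 and a GloSensor cAMP reporter, 3,000/well, plated overnight, given luciferin plus IBMX (each 0.5 mM as added) for 1 h at 37 °C, then compound for 1 h at 37 °C. Luminescence was read after 15 min at room temperature.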
HEK293 tox: qHTS of GLP-1 Receptor Inverse Agonists: Cytotox Screen; HEK293 cAMP-luciferase reporter cells, luminescence, 24 h; Potency, µM (titrated, usually from 38.3 µM), inactives show at the top dose activity change, negative = inhibition, hits mostly inhibitors; 0.13% of 410,000 active; AID 624418, 2012;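 also: loss of luciferase light is scored as toxicity; potency is read from the fitted curve at half-maximal effect; % is scaled to controls: 0 for no effect and ±100 for the full control effect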
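Here, cytotoxicity is scored as loss of luminescence. The MLSMR collection was tested on cells seeded in medium containing 10% Nu serum, with a 24 hr compound exposure preceded by 12 hours of culture.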
FUS yeast rescue: qHTS for Suppressors of FUS Proteinopathy: Primary screen using FUS-linked yeast assay; S. cerevisiae FUS-expressing, growth rescue, OD600, 24 h; Potency, µM (top dose mostly 76.6 µM), without a hit: at the highest dose growth rescue (activation), actives largely listed as activators; 0.24% of 390,000 active; AID 1347120, 2019;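 also: potency is read from the fitted curve at half-maximal effect; plate controls were DMSO vehicle for no effect and reference control for full effect; nearly all actives have a fitted effect of over 55% in size; some results filed as inactive show a strong effect at the top dose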
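Yeast FUS proteinopathy model; galactose-induced FUS (2%), starting OD 0.005. Cpds in dilution series, 24hr, 30C, 99% humidity. Abs 600 nm growth. Pos ctrl CP55940 (top 92uM final); neg ctrl DMSO.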
GLP1R inv ag: qHTS of GLP-1 Receptor Inverse Agonists (Inhibition Mode). 1.6% of 410,000 active. Potency, µM (titrated, usually from 38.3 µM), without a hit: at the top dose activity change, negative = inhibition, most hits filed as inhibitors. Glucagon-like peptide 1 receptor (Homo sapiens), P43220. AID 624417, 2012. HEK293 GLP-1R CRE-luciferase, luminescence, 24 h; GLP-1R form is constitutively active; also: potency is read from the fitted curve at half-maximal effect; % is scaled to controls: 0 for no effect and ±100 for the full control effect; nearly all actives have a fitted effect of over 55% in size
Target sequence (P43220 whole entry, looked up): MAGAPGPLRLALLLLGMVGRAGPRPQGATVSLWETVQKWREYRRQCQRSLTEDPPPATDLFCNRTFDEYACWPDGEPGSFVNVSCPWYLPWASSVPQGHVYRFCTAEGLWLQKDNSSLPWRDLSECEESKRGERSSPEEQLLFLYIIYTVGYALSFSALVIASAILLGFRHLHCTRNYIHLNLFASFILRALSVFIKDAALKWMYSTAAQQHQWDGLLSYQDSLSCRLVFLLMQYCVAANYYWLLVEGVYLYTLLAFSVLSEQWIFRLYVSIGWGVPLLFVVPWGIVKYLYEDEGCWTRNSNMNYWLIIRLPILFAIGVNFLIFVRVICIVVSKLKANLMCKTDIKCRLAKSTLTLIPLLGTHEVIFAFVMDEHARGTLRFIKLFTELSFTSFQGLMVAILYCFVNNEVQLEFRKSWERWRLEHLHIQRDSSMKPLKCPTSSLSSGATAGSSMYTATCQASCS
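Inverse agonists were sought by their lowering of basal cAMP reporter luciferase output in HEK293 cells stably carrying constitutively active human GLP-1R, after 24 h compound treatment.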
Abeta rescue: qHTS for compounds that reverse cellular toxicity of Amyloid beta (A-beta) peptide in yeast: Primary Screen; yeast expressing A-beta42, growth rescue, OD600, 48 h; response scale: 0% DMSO, 100% iron-clioquinol control; Potency, µM (top dose mostly 46.1 µM), for the others: top-dose growth rescue, actives largely listed as activators; 0.063% of 410,000 active; also: potency is read from the fitted curve at half-maximal effect; nearly all actives have a fitted effect of over 55% in size
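Yeast A-beta toxicity model in growth medium with pinned compounds, 48 h at 30 C; growth read as absorbance at 600 nm. Normalized to FeCl3/clioquinol equimolar mix (positive) and DMSO (negative).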
Numbers without * were called inactive; [ ] = another dose, or the depositor's remark. Unless noted, calls follow the shape of the dose curve; as a rule, active = well fitted curve in the direction sought with a large enough effect; inconclusive = small, poorly fitted or top-dose-only effect, or another doubt; inactive = no such curve, though single readings can be large; an effect the other way counts as inactive or inconclusive.

For CCc1ccccc1NC(=O)C(Cc1ccccc1)c1nn[nH]n1 (stereo not drawn) the results were aSyn rescue 1.3%, TDP43 rescue 6.2%, pAkt inh inactive, MmCpn inh 0.7%, PTHR1 agonist -2.0%, HEK293 tox 10.9%, FUS yeast rescue -27.1%, GLP1R inv ag 6.0% and Abeta rescue 1.5%.
`CCC1=C(c2ccc(C)cc2)S(=O)(=O)N=C1N1CCC(C(=O)NCCCN2CCCCC2)CC1` gave aSyn rescue 4.6%, TDP43 rescue 2.4%, pAkt inh inactive, MmCpn inh -1.2%, PTHR1 agonist inactive, HEK293 tox -3.6%, FUS yeast rescue 0.5%, GLP1R inv ag 3.0% and Abeta rescue 8.7%.
NC(=O)CSc1nc2ccccc2c(=O)n1CCc1ccccc1 was read as aSyn rescue -0.8%, TDP43 rescue 0.2%, pAkt inh inactive, MmCpn inh 0.8%, PTHR1 agonist -40.6%[inhibitor], HEK293 tox 7.0%, FUS yeast rescue -8.3%, GLP1R inv ag 13.0% and Abeta rescue 6.2%.
Cn1c(=O)c2c(nc(NCc3ccco3)n2C/C=C/c2ccccc2)n(C)c1=O was read as aSyn rescue 3.4%, TDP43 rescue 5.3%, pAkt inh inactive, MmCpn inh -2.2%, PTHR1 agonist -22.8%[57.5 µM], HEK293 tox -10.4%, FUS yeast rescue -1.8%, GLP1R inv ag -21.2% and Abeta rescue 23.4%.
For COC(=O)c1ccc(CSc2nnc3n(Cc4ccccc4OC)c(=O)c4ccccc4n23)o1 the results were aSyn rescue inconclusive, TDP43 rescue -6.8%, MmCpn inh -0.3%, PTHR1 agonist inactive, HEK293 tox -14.1%, FUS yeast rescue 21.4%, GLP1R inv ag 6.8% and Abeta rescue 1.0%.
`Cc1ccc(C)c(N2CCN(S(=O)(=O)c3ccc(-c4coc(C)n4)cc3)CC2)c1` gave aSyn rescue 0.2%, TDP43 rescue 9.9%, PTHR1 agonist inactive, HEK293 tox 3.7%, FUS yeast rescue -15.9%, GLP1R inv ag inconclusive and Abeta rescue -1.1%.
Screening O=C(O)CSc1nnc(Cn2nnc3ccccc32)n1CCc1ccccc1 returned aSyn rescue -0.9%, TDP43 rescue -7.4%, pAkt inh inactive, MmCpn inh 0.6%, PTHR1 agonist inactive, HEK293 tox 3.8%, FUS yeast rescue 0.4%, GLP1R inv ag 14.0% and Abeta rescue -6.4%.
`Cn1c(=O)c(C(=O)NNC(=O)c2ccccc2Br)c(O)c2ccccc21` gave aSyn rescue -12.7%, TDP43 rescue -60.0%[inhibitor], pAkt inh inactive, MmCpn inh -0.3%, PTHR1 agonist -7.5%, HEK293 tox -4.5%, FUS yeast rescue 23.5%, GLP1R inv ag -24.6% and Abeta rescue -34.0%[inhibitor].
`Cc1nc(SCc2nc3ccccc3[nH]2)c2oc3ccc(Br)cc3c2n1` gave MmCpn inh -4.4%, PTHR1 agonist inactive, FUS yeast rescue inconclusive and Abeta rescue -3.2%.
For O=C(COC(=O)c1ccccc1Nc1ccc(SC(F)F)cc1)NC1CC1 the results were aSyn rescue -6.9%, TDP43 rescue -13.3%, pAkt inh inactive, MmCpn inh -3.0%, PTHR1 agonist -28.7%, HEK293 tox 0.5%, FUS yeast rescue 21.6%, GLP1R inv ag inconclusive and Abeta rescue inconclusive.
Cc1ccc(C(=O)N/C(=C/c2ccco2)C(=O)NCCCn2ccnc2)cc1 was read as aSyn rescue -4.7%, TDP43 rescue -7.9%, pAkt inh inactive, MmCpn inh 0.0%, PTHR1 agonist -24.5%, HEK293 tox 3.3%[1.53 µM], FUS yeast rescue 32.8%, GLP1R inv ag 1.3% and Abeta rescue 14.3%.
Screening COc1ccc(-n2ccnc(NCc3ccccc3OC)c2=O)cc1 returned TDP43 rescue inconclusive, PTHR1 agonist inactive, HEK293 tox 9.2%, FUS yeast rescue 28.5%, GLP1R inv ag -21.7% and Abeta rescue -4.1%.
Screening CC(C)CCNc1nc2c(-c3ccccc3)nnn2c2ccccc12 returned TDP43 rescue -4.1%, PTHR1 agonist 22.0%, HEK293 tox 2.4%, FUS yeast rescue 14.5%, GLP1R inv ag 7.3% and Abeta rescue -6.3%.
CC1(C)Cc2nc3oc4c(=O)n(CC(=O)Nc5cccc(Cl)c5)cnc4c3cc2CO1 was read as aSyn rescue 1.6%, TDP43 rescue -12.9%, pAkt inh inactive, MmCpn inh -0.1%, PTHR1 agonist -0.5%, HEK293 tox 1.4%, FUS yeast rescue -0.9%, GLP1R inv ag -3.9% and Abeta rescue -16.2%.
`CC(=O)c1c(C)[nH]c(C(=O)CSc2nnc(-c3ccco3)o2)c1C` gave aSyn rescue -4.0%, TDP43 rescue -9.7%, pAkt inh inactive, MmCpn inh -0.5%, PTHR1 agonist -38.6%[inhibitor], HEK293 tox 0.6%, FUS yeast rescue 26.6%, GLP1R inv ag 35.0%[activator] and Abeta rescue -6.5%.
Screening CCc1ccc(CNC(=O)Cn2ccc3cc(S(=O)(=O)N4CCCCCC4)ccc32)cc1 returned TDP43 rescue -15.6%, PTHR1 agonist -28.5%, HEK293 tox -3.5%, FUS yeast rescue -6.0%, GLP1R inv ag inconclusive and Abeta rescue -18.6%.
For O=C(NC1CCN(Cc2ccccc2)CC1)c1cccc(S(=O)(=O)Nc2cc(C(F)(F)F)ccc2Cl)c1 the results were aSyn rescue 3.1%, TDP43 rescue 2.2%, pAkt inh inactive, MmCpn inh -1.0%, PTHR1 agonist -33.7%, HEK293 tox 14.3%, GLP1R inv ag -31.4% and Abeta rescue 4.7%.
COc1ccc2c(CC(=O)Nc3ccccc3N3CCOCC3)coc2c1 was read as aSyn rescue -0.2%, TDP43 rescue 26.2%, pAkt inh inactive, MmCpn inh -8.8%, PTHR1 agonist -5.8%, HEK293 tox 10.7%, FUS yeast rescue 20.9%, GLP1R inv ag inconclusive and Abeta rescue 15.1%.
Screening CCOc1ccc(OCC)c(NC(=O)CN(c2ccc(C)cc2)S(=O)(=O)c2c(C)noc2C)c1 returned aSyn rescue 8.7%, TDP43 rescue 9.9%, pAkt inh inactive, MmCpn inh -0.3%, PTHR1 agonist -4.2%[57.5 µM], HEK293 tox 6.6%, FUS yeast rescue 15.9%, GLP1R inv ag inconclusive and Abeta rescue 12.5%.
COc1ccc(NC(=O)c2ccc(-c3ccc([N+](=O)[O-])cc3)o2)cc1OC was read as aSyn rescue 1.4%, TDP43 rescue 18.5%, pAkt inh inactive, MmCpn inh -2.2%, PTHR1 agonist -94.5%[inhibitor], HEK293 tox inconclusive, GLP1R inv ag 0.0% and Abeta rescue 2.6%.
`COc1ccc2c(c1)c1c(c(=O)n(Cc3ccccc3)c(=O)n1CC(=O)Nc1ccccc1F)n2C` gave TDP43 rescue 19.0%, PTHR1 agonist inconclusive, HEK293 tox 0.1%, FUS yeast rescue 6.8%, GLP1R inv ag 12.7% and Abeta rescue -1.8%.
For CCn1cnnc1SCC(=O)c1c(N)n(C2CC2)c(=O)[nH]c1=O the results were aSyn rescue -14.3%, TDP43 rescue -13.7%, pAkt inh inactive, MmCpn inh -0.6%, PTHR1 agonist -16.3%, HEK293 tox 5.3%, FUS yeast rescue -13.2%, GLP1R inv ag 0.8% and Abeta rescue -24.0%.
COc1ccc(NC(=O)c2cccnc2SC)cc1OC was read as aSyn rescue 1.7%, pAkt inh inactive, MmCpn inh 2.7%, PTHR1 agonist -11.2%, HEK293 tox -5.7%, FUS yeast rescue 13.9%, GLP1R inv ag 35.6%[activator] and Abeta rescue 31.5%.
`COc1ccc(S(=O)(=O)NCc2ccco2)cc1NC(=O)c1ccccc1` gave aSyn rescue 1.4%, TDP43 rescue -1.5%, pAkt inh inactive, MmCpn inh 1.6%, PTHR1 agonist inactive, HEK293 tox -13.5%, FUS yeast rescue -15.6%, GLP1R inv ag -16.3% and Abeta rescue -3.8%.
`COc1ccc(C(=O)OCC(=O)Nc2ccccc2)cc1[N+](=O)[O-]` gave aSyn rescue -1.0%, TDP43 rescue 16.2%, pAkt inh inactive, MmCpn inh 2.7%, PTHR1 agonist -1.2%, HEK293 tox -1.3%, FUS yeast rescue -26.6%, GLP1R inv ag 1.9% and Abeta rescue 0.3%.

In the list so far, these contain a nitro group on carbon:
COc1ccc(NC(=O)c2ccc(-c3ccc([N+](=O)[O-])cc3)o2)cc1OC was read as aSyn rescue 1.4%, TDP43 rescue 18.5%, pAkt inh inactive, MmCpn inh -2.2%, PTHR1 agonist -94.5%[inhibitor], HEK293 tox inconclusive, GLP1R inv ag 0.0% and Abeta rescue 2.6%.
`COc1ccc(C(=O)OCC(=O)Nc2ccccc2)cc1[N+](=O)[O-]` gave aSyn rescue -1.0%, TDP43 rescue 16.2%, pAkt inh inactive, MmCpn inh 2.7%, PTHR1 agonist -1.2%, HEK293 tox -1.3%, FUS yeast rescue -26.6%, GLP1R inv ag 1.9% and Abeta rescue 0.3%.

Not all compounds are listed (hit frequency here may not be typical).
